Wnt act = Wnt/beta-catenin pathway activators, primary screen, cell-based, plate reader, single point. hit rate 1.2% among 300,000. activation, % at 9.35 µM. Wnt/beta-catenin reporter cell assay, activator; in the data active = activation above about 30%, passing the limit was not always enough;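 note: 0% = neutral control wells and 100% = positive control wells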
NSD2 HMT inh = NSD2 histone methyltransferase inhibitors, primary screen, biochemical, AlphaScreen, single concentration, set 2. NSD2 peptide methylation, 120 min. Histone-lysine N-methyltransferase NSD2 (Homo sapiens), O96028. hit rate 0.54% among 310,000. inhibition, % at 12.5 µM; in the data active = inhibition above about 50%
V-ATPase pH = regulators of yeast V-ATPase proton pumping, primary screen, pHLuorin cytosolic pH fluorescence. response, % at 10 µM. S. cerevisiae. hit rate 0.37% among 350,000; in the data active = response mostly above about 7.3%, no sharp cut-off; inactive = mostly below about 5.4%; note: actives read high; inactives centre near 0; some compounds called inactive have numbers as strong as hits; reference of the scale not given here
Starred values were filed as active, the others as inactive.

item | Structure | Wnt act | V-ATPase pH | NSD2 HMT inh
1 | N#Cc1ccc(-c2cccnc2)nc1SCC(N)=O | -1 | 1 | 1
2 | CCCCOc1ccc(C(=O)NCC(=O)N2CCN(C/C=C/c3ccccc3)CC2)cc1 | 0 | 1 | 0
3 | FC(F)(F)c1nnc2ccc(N3CCCCC3)nn12 | -1 | -6 | 0
4 | CCOC(=O)c1csc(-c2csc(CCNC(=O)c3ccccc3)n2)n1 | -4 | 1 | 0
5 | NNC(=O)Cc1cc(=O)[nH][nH]1 | -3 | 4 | -1
6 | COc1cccc(C2=CC(c3ccc(OC)c(OC)c3)NC(=S)N2)c1 (centres undefined) | -1 | 0 | 5
7 | O=C(NCc1ccccc1)C12CC3CC(CC(Cl)(C3)C1)C2 | 4 | 1 | -1
8 | CCOc1ccc(OCCC(=O)OCC(=O)c2c(N)n(CC(C)C)c(=O)n(C)c2=O)cc1 | -2 | 2 | 1
9 | CN(C)S(=O)(=O)c1cccc(NC(=O)C2CCCN(C(=O)c3ccc(Cl)cc3)C2)c1 (centres undefined) | -8 | 0 | -1
10 | O=C1CSC(=S)N1N=Cc1c[nH]c2ccc(Br)cc12 | -3 | -2 | -2
11 | Cc1cccnc1NC(=O)Nc1cccc(F)c1 | 3 | -1 | 5
12 | COc1ccc(-n2nc3c(c2NC(=O)COc2ccccc2OC)CS(=O)(=O)C3)cc1 | -2 | 0 | 1
13 | O=C(COC(=O)Cn1cnc2ccccc21)Nc1ccc(Br)cc1 | 0 | 3 | -3
14 | CN(C(=O)C1CC1)c1ccccc1 | -7 | 5 | -2
15 | COc1ccc(S(=O)(=O)N2CC=C(c3ccccc3)CC2)cc1OC | 1 | -2 | -3
16 | FC(F)(F)c1cccc(-n2c(Cn3nnc4ccccc43)n[nH]c2=S)c1 | 4 | 1 | 0
17 | OCC1OC(n2cnc3c(SCc4ccccc4)nc(NO)nc32)C(O)C1O (centres undefined) | -2 | 1 | -13
18 | COCC1=C(C(=O)OC)C(c2ccco2)n2ncnc2N1 (centres undefined) | 0 | 0 | 0
19 | CC(C)(C)c1ccc2c(c1)OC(C(=O)N/N=C/c1ccc([N+](=O)[O-])o1)CO2 (centres undefined) | 20 | -3 | 1
20 | CN(Cc1ccc(Cl)c(Cl)c1)C(=O)C1CC(=O)N(c2ccc3c(c2)OCCO3)C1 (centres undefined) | -1 | -3 | -1
21 | O=C1NN(c2ccccc2)C(=O)C1=Cc1ccccc1O | 1 | 2 | 5
22 | Cc1cccc(NC(=O)Oc2ccc(Cl)c3cccnc23)c1 | 29 | -2 | -36
23 | COCCCNC1=C(C#N)C(=O)NC(c2cccs2)S1 (centres undefined) | -2 | -1 | 5
24 | COC(=O)C1=C/CCCN(C(c2ccccc2)c2ccccc2)/C=C\1C(=O)OC | -8 | 6 | 15
25 | O=C1NC(=O)C2(CCCc3ccc([N+](=O)[O-])cc32)N1 (centres undefined) | -6 | 3 | -3
26 | O=C(COC(=O)c1ccc2c(c1)OCCO2)NCc1ccc(Cl)cc1 | 0 | 0 | -1
27 | CCOC(=O)C1CCN(C(=O)c2ccccc2)c2scc(-c3ccccc3)c2C1=O (centres undefined) | -6 | 0 | -3
28 | CCc1nc2ccccc2nc1N1CCN(S(=O)(=O)c2c(C)cc(Cl)cc2C)CC1 | -1 | 7 | -3
29 | CC12CCC3c4ccccc4CCC3(CO1)C2 (centres undefined) | 0 | -1 | -2
30 | O=C(CCc1nnc(Cc2c[nH]c3ccccc23)o1)NCCC1CCCCO1 (centres undefined) | -3 | 1 | 0
31 | CC1(c2ccc(F)cc2)OC(=O)c2c1ccc1ccccc21 (centres undefined) | -1 | -3 | -2
32 | O=C(NC(=S)Nc1cccc(Cl)c1)c1cncc(Br)c1 | -2 | 2 | 1

Molecules above containing a halogen (13):
item | Structure | Wnt act | V-ATPase pH | NSD2 HMT inh
3 | FC(F)(F)c1nnc2ccc(N3CCCCC3)nn12 | -1 | -6 | 0
7 | O=C(NCc1ccccc1)C12CC3CC(CC(Cl)(C3)C1)C2 | 4 | 1 | -1
9 | CN(C)S(=O)(=O)c1cccc(NC(=O)C2CCCN(C(=O)c3ccc(Cl)cc3)C2)c1 (centres undefined) | -8 | 0 | -1
10 | O=C1CSC(=S)N1N=Cc1c[nH]c2ccc(Br)cc12 | -3 | -2 | -2
11 | Cc1cccnc1NC(=O)Nc1cccc(F)c1 | 3 | -1 | 5
13 | O=C(COC(=O)Cn1cnc2ccccc21)Nc1ccc(Br)cc1 | 0 | 3 | -3
16 | FC(F)(F)c1cccc(-n2c(Cn3nnc4ccccc43)n[nH]c2=S)c1 | 4 | 1 | 0
20 | CN(Cc1ccc(Cl)c(Cl)c1)C(=O)C1CC(=O)N(c2ccc3c(c2)OCCO3)C1 (centres undefined) | -1 | -3 | -1
22 | Cc1cccc(NC(=O)Oc2ccc(Cl)c3cccnc23)c1 | 29 | -2 | -36
26 | O=C(COC(=O)c1ccc2c(c1)OCCO2)NCc1ccc(Cl)cc1 | 0 | 0 | -1
28 | CCc1nc2ccccc2nc1N1CCN(S(=O)(=O)c2c(C)cc(Cl)cc2C)CC1 | -1 | 7 | -3
31 | CC1(c2ccc(F)cc2)OC(=O)c2c1ccc1ccccc21 (centres undefined) | -1 | -3 | -2
32 | O=C(NC(=S)Nc1cccc(Cl)c1)c1cncc(Br)c1 | -2 | 2 | 1

Screening results: PubChem BioAssay, several laboratories

Not all compounds are listed (hit frequency here may not be typical).
